# WRN inhibitor = WRN helicase (human) inhibition; WRN helicase unwinding, fluorescent forked duplex, kinetic; Potency, µM (titrated, usually from 114 µM), for the others: top-dose activity change, negative = inhibition, hits mostly inhibitors; actives 0.46% (n = 360,000); note: potency is the fitted concentration of half-maximal effect; % is set by controls: 0 for no effect and ±100 for the full control effect; nearly all actives have a fitted effect of over 55% in size
#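 Fluorescence dequenching readout, ex 525 nm/em 598 nm, kinetic mode: forked duplex DNA (100 nM final) with adjacent fluorophore and quencher unwound by WRN (20 nM final) with 2 mM ATP. Compound preincubation 15 min, room temperature.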
# IL2 activator = activators of IL-2 | activation, % (series mostly up to about 46 µM) | AID 652025 | actives 0.065% (n = 360,000) | IL-2 activation reporter assay, cell-based qHTS; stimulated with anti-CD3/CD4/CD28 beads; in transgenic mouse T cells; in the data active = activation above about 50%; inconclusive = mostly about 30% to 49%; note: 0% is about no effect
#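 EGFP and DsRed fluorescence is measured by plate cytometry in unstimulated transgenic mouse T cells exposed to compound for 60 minutes, then stimulated 18 hours at 37 degrees C with anti-CD3/anti-CD4 beads plus anti-CD28.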
# PLK1 PBD inh = PLK1 (human) polo-box domain binding inhibition | P53350 | Plk1 PBD binding of FITC phosphopeptide, fluorescence polarization | Potency, µM, for the others: max response, negative = inhibition, usual class: inhibitors | actives 2.8% (n = 360,000) | AID 720504; note: potency is the fitted concentration of half-maximal effect; series mostly up to about 57 µM; % is set by controls: 0 for no effect and ±100 for the full control effect; nearly all actives have a fitted effect of over 65% in size
# Target sequence (P53350 whole entry, looked up, the tested form may be a part): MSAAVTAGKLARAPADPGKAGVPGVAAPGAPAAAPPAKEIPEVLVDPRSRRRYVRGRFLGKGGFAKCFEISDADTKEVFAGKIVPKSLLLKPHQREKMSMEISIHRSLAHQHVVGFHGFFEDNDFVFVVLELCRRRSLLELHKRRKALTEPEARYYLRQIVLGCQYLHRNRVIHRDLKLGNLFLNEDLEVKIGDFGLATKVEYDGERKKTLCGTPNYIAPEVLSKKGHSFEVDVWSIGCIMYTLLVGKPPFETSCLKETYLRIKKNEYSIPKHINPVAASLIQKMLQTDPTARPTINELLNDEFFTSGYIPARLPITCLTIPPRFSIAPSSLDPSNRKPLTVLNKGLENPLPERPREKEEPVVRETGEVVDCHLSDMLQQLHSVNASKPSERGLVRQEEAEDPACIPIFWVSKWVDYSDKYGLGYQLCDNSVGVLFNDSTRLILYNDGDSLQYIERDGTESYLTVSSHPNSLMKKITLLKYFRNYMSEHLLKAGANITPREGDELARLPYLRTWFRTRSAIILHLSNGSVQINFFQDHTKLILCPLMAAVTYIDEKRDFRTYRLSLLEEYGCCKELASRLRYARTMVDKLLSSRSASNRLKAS
# EPAC1 antagonist = blocks human EPAC1 exchange factor; Potency, µM (doses to about 115 µM), for inactives: at the highest dose activity change, negative = inhibition, hits mostly inhibitors; EPAC1 GEF assay, Rap1b-BODIPY-GDP exchange fluorescence; actives 0.14% (n = 360,000);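 note: potency is the fitted concentration of half-maximal effect; plate controls were vehicle for no effect and positive control for full effect; nearly all actives have a fitted effect of over 50% in size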
# PI5P4Ka inh = blocks human PI5P4K alpha kinase activity. max response, %. actives 1.2% (n = 330,000). PI5P4Kalpha enzyme, ADP-Glo luminescence, 60 min; stronger effect = lower value. P48426; active = max response of -50% or lower; inconclusive = between -30% and -50%; inactive = -30% or higher; note: value at the top dose of about 77 µM; % is set by controls: 0 for no effect and ±100 for the full control effect
# Target sequence (P48426 whole entry, looked up): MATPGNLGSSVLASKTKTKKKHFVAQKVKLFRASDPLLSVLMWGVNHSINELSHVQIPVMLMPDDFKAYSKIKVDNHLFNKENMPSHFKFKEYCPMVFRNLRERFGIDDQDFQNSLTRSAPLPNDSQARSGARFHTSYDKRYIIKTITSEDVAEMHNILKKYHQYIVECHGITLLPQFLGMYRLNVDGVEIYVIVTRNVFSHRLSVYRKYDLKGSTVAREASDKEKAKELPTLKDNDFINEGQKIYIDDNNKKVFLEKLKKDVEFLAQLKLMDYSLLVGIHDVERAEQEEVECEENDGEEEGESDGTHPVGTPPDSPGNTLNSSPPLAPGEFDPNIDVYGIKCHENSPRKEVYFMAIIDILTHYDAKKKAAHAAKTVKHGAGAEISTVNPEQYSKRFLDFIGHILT
#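 ADP-Glo luminescence end-point after a 60 min room-temperature kinase reaction. PI5P4Kalpha and substrate in HEPES pH 7.4 buffer with EGTA, 0.1% CHAPS and 5% DMSO; ATP at 5 microM final.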
# aSyn yeast inh = inhibitors of alpha-synuclein toxicity in yeast. Yeast expressing alpha-synuclein, growth rescue, BacTiter-Glo, 24 h. Potency, µM (titrated, usually from 46.1 µM), for inactives: top-dose growth rescue (activation), actives largely listed as activators. actives 0.14% (n = 370,000); note: potency is the fitted concentration of half-maximal effect; % of control where 0% means no effect; nearly all actives have a fitted effect of over 65% in size
#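 Galactose-induced alpha-syn yeast (OD600=0.02, raffinose-pregrown) + pinned cpd, 24 hr, 30 deg C; growth by BacTiter-Glo luminescence. Growth restoration scores as activation.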
# FUS yeast rescue = suppressors of FUS proteinopathy in yeast | S. cerevisiae FUS-expressing, growth rescue, OD600, 24 h | Potency, µM (highest dose often 76.6 µM), for inactives: at the top dose growth rescue (activation), actives largely listed as activators | actives 0.24% (n = 390,000);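 note: potency is the fitted concentration of half-maximal effect; plate controls were DMSO vehicle for no effect and reference control for full effect; nearly all actives have a fitted effect of over 55% in size; some results filed as inactive show a strong effect at the top dose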
#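 Compound concentration series was pinned onto galactose-induced FUS-expressing yeast seeded at OD 0.005. Plates sat 24hr at 30C; absorbance at 600 nm gave growth. DMSO served as background control.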
# Abeta yeast res = A-beta toxicity reversal in yeast; yeast expressing A-beta42, growth rescue, OD600, 48 h; response scale: 0% DMSO, 100% iron-clioquinol control; Potency, µM (series often up to 46.1 µM), without a hit: at the top dose growth rescue, most hits filed as activators; actives 0.063% (n = 410,000); AID 1347071; note: potency is the fitted concentration of half-maximal effect; nearly all actives have a fitted effect of over 55% in size
#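 Yeast growth medium received pinned compounds, then yeast cells expressing toxic A-beta were added; plates incubated at 30 C for 48 hr. Growth read as absorbance at 600 nm, normalized to DMSO and equimolar FeCl3 plus clioquinol controls.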
# EPAC1 agonist = agonists of human EPAC1; EPAC1 agonist qHTS, biochemical assay; response scale: 100% = response to 6.5 mM cAMP; Potency, µM (highest dose often 154 µM), without a hit: top-dose activation, actives largely listed as activators; actives 0.073% (n = 360,000); AID 720707; note: potency is the fitted concentration of half-maximal effect; nearly all actives have a fitted effect of over 60% in size
#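 Compounds were pinned as a concentration titration into mixtures of EPAC1 (100 nM), BODIPY-GDP-loaded Rap1B (250 nM) and GDP (50 uM). After 5 min at room temperature, fluorescence was followed for 30 min; activity was scaled to 6.5 mM cAMP.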
# The depositor's hits bear a star; ? = inconclusive; · = no result given; [ ] = remark or other dose. Unless noted, calls come from the whole dose curve; as a rule, active = well fitted curve in the direction sought with a large enough effect; inconclusive = small, poorly fitted or top-dose-only effect, or another doubt; inactive = no such curve, though single readings can be large; an effect the other way counts as inactive or inconclusive. No enrichment for hits; 4.1% or so of the library scored in one or more.
# The line under a structure holds: WRN inhibitor, IL2 activator, PLK1 PBD inh, EPAC1 antagonist, PI5P4Ka inh, aSyn yeast inh, FUS yeast rescue, Abeta yeast res, EPAC1 agonist
> O=C(Nc1ccc(Cl)cc1)N1CCN(C(=O)C2CCCO2)CC1 (stereo unspecified)
 : 5%, 1.6, 3%, -13%, -5, 6%, -3%, -1%, 4%
> CNC(=S)N1N=C(c2ccc(Br)cc2)CC1c1ccc(N(C)C)cc1 (stereo unspecified)
 : -3%, -0.3, 7%, 24%, 2, 18%, 38%, 20%, 6%
> COCCN(C(=O)/C=C/c1ccccc1)c1nnc(-c2cccnc2)s1
 : -5%, -0.3, 0%, -2%, 1, 1%, 4%, -1%, -3%
> COc1ccccc1C(c1nnnn1CCc1ccccc1)N1CCN(c2ccccc2)CC1 (stereo unspecified)
 : 6%, 0.8, 3%, 11%, 0, 0%, -1%, 18%, 1%
> O=C(Cc1ccc(Br)cc1)N1CCN(c2ccccn2)CC1
 : -11%, 1.5, 30µM*, -8%, -13, -6%, ·, 9%, 5%
> O=C(C1CCN(S(=O)(=O)c2cccc3cccnc23)CC1)N1CCN(c2ccc(Cl)cc2)CC1
 : -6%, -1.1, -4%, -26%, -3, 0%, 28µM*, 0%, 14%
> Cc1ccsc1/C=N/N1CCN(C2c3ccccc3-c3ccccc32)CC1
 : -15%, 0.5, -5%, 6%, 10, -9%, 4%, 12%, 5%
> CCOc1ccc(C(=S)N2CCOCC2)cc1OCC
 : 0%, -0.3, ?, -1%, ·, 4%, 16%, -2%, 2%
> CC(C)CCN(C(=O)CNC(=O)c1cccs1)C(C(=O)NC1CCCC1)c1ccncc1 (stereo unspecified)
 : -2%, -1.8, -7%, 3%, 5, -4%, -24%, 2%, 4%
> O=C(Nc1ccc2c(c1)OCO2)c1sc2cc(Cl)ccc2c1Cl
 : -9%, -0.9, -2%, -7%, 3, 1%, 3%, 6%, 3%
> O=C(Cn1nc(-c2ccc(Cl)cc2)c2ccccc2c1=O)Nc1cccnc1
 : -3%, -1.7, -2%, 10%, 3, 10%, 23%, -6%, 7%
> CCOC(=O)c1c2n(c3ccc(OC(C)=O)cc13)CCC2
 : -5%, -2.5, -2%, -3%, 4, 0%, -3%, -19%, 4%
> CC(C)C(=O)Nc1ccc(-c2nc3ccccc3c(=O)o2)cc1
 : -35%, 0.2, -2%, -18%, 1, -7%, 8%, 7%, -2%
> COc1ccc(S(=O)(=O)c2nnn(-c3ccccc3Cl)c2N)cc1
 : -7%, 1.7, -5%, -1%, 0, -3%, 0%, -13%, 7%
> O=C(NNC(=S)NC(=O)c1cccc([N+](=O)[O-])c1)c1ccc(O)cc1
 : -8%, -4.2, ?, 6%, ?, -9%, 29%, -15%, 14%
> Cn1nc(C(F)(F)F)c(C#N)c1N1CCN(c2ccccn2)CC1
 : -29%, -0.5, 24µM*, ?, 3, -11%, 30%, 4%, -1%
> Cc1noc(/C=C/N(C)C)c1S(=O)(=O)N1CCCC(C(=O)NCc2ccccc2Cl)C1 (stereo unspecified)
 : -2%, -1.1, -7%, 0%, ·, -2%, ?, 12%, 9%
> CC(C)COC(=O)CCNc1n[nH]c(=O)[nH]c1=O
 : 6%, -1.6, -1%, 9%, 0, 1%, -16%, -1%, -5%
> CCCCn1nc(C(=O)NCc2ccccc2CN2CCCC2)c2ccccc2c1=O
 : -3%, 0.2, -13%, -11%, 0, 1%, 2%, 0%, 12%
> COc1ccc(S(=O)(=O)N(CC(C)C)CC(C)C)c2cccnc12
 : -1%, -2.6, 2%, -10%, 0, -3%, 27%, 0%, -31%[inhibitor]
> CC1CCN(C(=O)Cn2cnc3c2c(=O)n(C)c(=O)n3C)c2ccccc2S1 (stereo unspecified)
 : 1%, 0.8, -22%, -22%, -1, 2%, 3%, -5%, 4%
> CCC(=O)Nc1cccc(C(=O)OCC(=O)c2ccccc2Cl)c1
 : 5%, -3.0, 0%, 11%, ·, -8%, 10%, -4%, -1%
> NNC(=O)C1CC1c1ccc(Cl)cc1 (stereo unspecified)
 : -6%, -0.5, -5%, -21%, -4, 7%, ·, 23%, -4%
> CCC(C)C(NC(C)=O)C(=O)NC(=O)NC(c1ccccc1)c1ccccc1 (stereo unspecified)
 : -7%, -0.2, -11%, -6%, ·, 10%, -3%, -1%, 9%
> CCOC(=O)c1[nH]c2c(c1C)C(=O)CC(c1ccco1)C2 (stereo unspecified)
 : ?, -1.3, -25%, ?, -68*, -5%, 16%, -27%, -3%
> CSc1cccc(NC(=O)c2ccco2)c1
 : 13%, -0.2, -7%, -4%, -10, -14%, -20%, -7%, 0%
> Oc1ccc(C=NCCc2ccccc2)cc1
 : 3%, -2.3, 2%, 3%, -2, -10%, -15%, -1%, 4%
> c1ccc(-c2cn3c(n2)-c2ccccc2C3)cc1
 : 4%, -3.7, -23%, -5%, -22, -17%, ·, -39%[inhibitor], 3%
> O=C(CNS(=O)(=O)c1ccccc1)Nc1cccc([N+](=O)[O-])c1
 : 5%, -0.2, -2%, -4%, 2, -8%, -8%, 5%, 4%
> Cc1ccc(C(=O)Nc2cc(C(F)(F)F)ccc2N2CCCCC2)cc1[N+](=O)[O-]
 : 2%, 0.1, 0%, 5%, 14, 1%, 11%, -6%, -11%
> COc1ccc(NC(=O)N2C3CCCC2CC(NC(=O)C2CC2)C3)cc1 (stereo unspecified)
 : 3%, 0.6, 6%, -9%, -3, 2%, -5%, 7%, -7%
> O=C(Nc1cccc(S(=O)(=O)N2CCOCC2)c1)c1c2c(nc3ccccc13)CCC2
 : -15%[57.1 µM], -1.8, -4%, -19%, -64*, 1%, ·, 3%, 3%
> C=CCn1c(-c2ccccc2)ccc(C#N)c1=O
 : -1%, -2.3, -5%, -14%, 2, -4%, -6%, 7%, 11%
> COc1ccc(/C=C/c2nc(S(=O)(=O)c3ccccc3)c(NCCCN(C)C)o2)cc1OC
 : 5%, 1.2, ?, 1%, -1, 0%, 40%, -1%, -6%
> COC(=O)[C@H](Cc1ccccc1)NC(=O)c1ccc2ccccc2n1
 : 12%, -1.9, -9%, -20%, 5, 12%, 11%, -12%, 7%
> COc1ccc(C(=O)NC2CCCc3ccccc32)cc1[N+](=O)[O-] (stereo unspecified)
 : -2%, -0.7, -2%, -5%, 1, 5%, 6%, 11%, 2%
> COCc1ccc(CN2CCCC(C(=O)Nc3ccc(-c4cccc(OC)c4)cc3)C2)o1 (stereo unspecified)
 : -10%, -5.8, -9%, -20%, 3, 12%, 10%, 10%, -5%
> CC(C)(Oc1ccc(Cl)cc1)C(=O)NCCCn1ccnc1
 : -3%[57.1 µM], -1.2, -5%, 3%, ·, 3%, -11%, 6%, 0%
> COC(=O)c1ccccc1NC(=O)/C=N/O
 : 7%, -0.4, -8%, 10%, -4, 6%, 17%, 6%, 0%
> COc1ccc(C(=O)Nc2nc3ccccc3s2)c(OC)c1
 : 50µM*, -0.7, 3.4µM*, 3%, ?, -30%, 25%, -46%[inhibitor], -1%
> COCCn1c(SCc2cccnc2)nnc1-c1ccco1
 : -3%, 1.1, -6%, -12%, -1, -9%, -2%, 2%, 7%
> COc1ccc(CCNC(=O)Cn2cnc3c2c(=O)n(C)c(=O)n3C)cc1OC
 : -1%, -1.2, -9%, -12%, -2, 0%, 8%, 11%, 4%
> COc1cc2c(cc1NC(=S)NC(=O)c1c(OC)cccc1OC)oc1ccccc12
 : -2%, -1.6, -11%, -7%, -1, 0%, -5%, 3%, 7%
> CCOC(=O)C1=C(CSc2nc3c(cc2C#N)CN(C)CC3)OC(N)=C(C#N)C1c1ccccc1 (stereo unspecified)
 : -8%[11.6 µM], -0.2, -23%, ?, ?, -7%, ?, 0%, 10%
> O=C(Nc1ccc(F)c(Cl)c1)c1cc(C2CCCCN2C(=O)C2CC2)on1 (stereo unspecified)
 : 1%, 1.2, -1%, -10%, 3, -4%, 7%, -14%, -9%
> CCOC(=O)c1c(NC(=O)CCN2C(=O)c3ccccc3C2=O)sc(C(=O)OC(C)C)c1C
 : 0%, 0.4, 0%, 13%, ·, -1%, 17%, -3%, 0%
> Cc1ccc(NS(=O)(=O)c2ccc(C)c(C(=O)NCC(c3ccccc3)N(C)C)c2)cc1 (stereo unspecified)
 : -3%, 0.5, -1%, -9%, 3, 11%, 12%, 0%, 2%

# Ordered by length of the SMILES (rising): part of the list above.
# The line under a structure holds: WRN inhibitor, IL2 activator, PLK1 PBD inh, EPAC1 antagonist, PI5P4Ka inh, aSyn yeast inh, FUS yeast rescue, Abeta yeast res, EPAC1 agonist
> COC(=O)c1ccccc1NC(=O)/C=N/O
 : 7%, -0.4, -8%, 10%, -4, 6%, 17%, 6%, 0%
> COCCn1c(SCc2cccnc2)nnc1-c1ccco1
 : -3%, 1.1, -6%, -12%, -1, -9%, -2%, 2%, 7%
> COc1ccc(C(=O)Nc2nc3ccccc3s2)c(OC)c1
 : 50µM*, -0.7, 3.4µM*, 3%, ?, -30%, 25%, -46%[inhibitor], -1%
> COc1ccc(NC(=O)N2C3CCCC2CC(NC(=O)C2CC2)C3)cc1 (stereo unspecified)
 : 3%, 0.6, 6%, -9%, -3, 2%, -5%, 7%, -7%
> COc1ccc(CCNC(=O)Cn2cnc3c2c(=O)n(C)c(=O)n3C)cc1OC
 : -1%, -1.2, -9%, -12%, -2, 0%, 8%, 11%, 4%
> COc1cc2c(cc1NC(=S)NC(=O)c1c(OC)cccc1OC)oc1ccccc12
 : -2%, -1.6, -11%, -7%, -1, 0%, -5%, 3%, 7%
> COCc1ccc(CN2CCCC(C(=O)Nc3ccc(-c4cccc(OC)c4)cc3)C2)o1 (stereo unspecified)
 : -10%, -5.8, -9%, -20%, 3, 12%, 10%, 10%, -5%
> Cc1ccc(NS(=O)(=O)c2ccc(C)c(C(=O)NCC(c3ccccc3)N(C)C)c2)cc1 (stereo unspecified)
 : -3%, 0.5, -1%, -9%, 3, 11%, 12%, 0%, 2%
> CCOC(=O)c1c(NC(=O)CCN2C(=O)c3ccccc3C2=O)sc(C(=O)OC(C)C)c1C
 : 0%, 0.4, 0%, 13%, ·, -1%, 17%, -3%, 0%

# Screens (PubChem)
